Source: PubChem (Sanford-Burnham Center for Chemical Genomics)
NR3A LBD binder: NR3A (human) ligand-binding domain modulation; AID 1259313; actives 2.5% (n = 340,000); Tm shift relative to glycine control, % at 25 µM; NR3A LBD differential scanning fluorimetry, Tm shift; 0% = protein alone, 100% = glycine-bound protein;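 active means melting temperature shift of at least 10% of the positive control shift, at one fixed dose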
mIAP inh: blocks mouse intestinal alkaline phosphatase. purified mouse IAP, CDP-Star luminescence, 30 min. actives 0.2% (n = 330,000). inhibition, % at 10 µM;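 active means inhibition of at least 40% at 10 µM in the primary screen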;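 further: plate controls were DMSO with enzyme for no effect and no enzyme wells for full effect; values of inactives mirror those of a sister screen read the other way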
hIAP act: increases human intestinal alkaline phosphatase activity; actives 0.16% (n = 330,000); activation factor at 10 µM; purified human IAP, CDP-Star luminescence, 30 min; stronger effect = higher value; 1 = vehicle-only enzyme, 0 = enzyme-free background; AID 2524;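 active means activation factor of the enzyme at least 2-fold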; further: the source names both 10 and 20 µM as test concentration; values of inactives mirror those of a sister screen read the other way
MIN6 prolif: induces beta-cell replication in MIN6 cells | MIN6 cells proliferation, ATPlite luminescence, 48 h; cells starved in 0.2% serum; 100% = growth in 10% serum | proliferation, % at 10 µM | actives 0.29% (n = 330,000) | AID 2380;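 active means compounds whose signal lies at least 3.5 SD above the mean of all wells on their plate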;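 further: 0% = DMSO-treated cells in low-serum medium and 100% = 10% serum control; some compounds called inactive have numbers as strong as hits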
A3A deaminase: blocks human APOBEC3A ssDNA deamination | inhibition, % at 20 µM | recombinant A3A, FAM/TAMRA ssDNA deamination fluorescence | AID 493011 | actives 0.41% (n = 330,000) | P31941;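 active means at least 40% inhibition at 20 µM here, with at most 30% in a related deaminase screen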;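 further: plate controls were A3A with DMSO for no effect and wells lacking A3A enzyme for full effect; some results filed as inactive read as strong as hits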
Target sequence (P31941 whole entry, looked up): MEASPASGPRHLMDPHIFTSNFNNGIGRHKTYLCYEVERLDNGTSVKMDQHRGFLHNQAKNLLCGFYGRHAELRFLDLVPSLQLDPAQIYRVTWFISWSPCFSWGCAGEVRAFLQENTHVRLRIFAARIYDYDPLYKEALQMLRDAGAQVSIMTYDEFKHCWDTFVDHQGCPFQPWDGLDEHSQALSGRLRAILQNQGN
mIAP activ: increases mouse intestinal alkaline phosphatase activity; muIAP, CDP-Star luminescence, 30 min; stronger effect = higher value; 1 = vehicle-only enzyme signal, 0 = enzyme-free wells; activation factor at 10 µM; actives 0.24% (n = 330,000);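 active means activation factor of at least 2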; further: the source names both 10 and 20 µM as test concentration; values of inactives mirror those of a sister screen read the other way
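System: mouse IAP enzyme. Reagent: CDP-Star chemiluminescent phosphatase substrate. Benchmarks: DMSO wells, no-enzyme wells. Times: 30 min enzyme-substrate-compound incubation at room temperature. Detection: luminescence from enzymatic CDP-Star hydrolysis. Doses: test compounds delivered from DMSO solution.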
hIAP inh: blocks human intestinal alkaline phosphatase; actives 0.12% (n = 330,000); inhibition, % at 10 µM; AID 2544; purified IAP, CDP-Star luminescence, 30 min; P09923;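 active means inhibition reaching a set limit with compound at 10 µM in the primary screen, cut at about 35% in these data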;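 further: plate controls were DMSO wells with enzyme for no effect and no-enzyme buffer wells for full effect; values of inactives mirror those of a sister screen read the other way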
APOBEC3G inh: APOBEC3G (human) deaminase inhibition | Q9HC16 | recombinant A3G, ssDNA deamination FAM/TAMRA fluorescence | inhibition, % at 20 µM | actives 0.28% (n = 330,000) | AID 493012;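 active means inhibition of at least 40% at 20 µM, with no more than 30% in the related APOBEC3A deaminase screen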;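 further: plate controls were DMSO wells with A3G for no effect and wells lacking A3G enzyme for full effect; some compounds called inactive have numbers as strong as hits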
Target sequence (Q9HC16 whole entry, looked up): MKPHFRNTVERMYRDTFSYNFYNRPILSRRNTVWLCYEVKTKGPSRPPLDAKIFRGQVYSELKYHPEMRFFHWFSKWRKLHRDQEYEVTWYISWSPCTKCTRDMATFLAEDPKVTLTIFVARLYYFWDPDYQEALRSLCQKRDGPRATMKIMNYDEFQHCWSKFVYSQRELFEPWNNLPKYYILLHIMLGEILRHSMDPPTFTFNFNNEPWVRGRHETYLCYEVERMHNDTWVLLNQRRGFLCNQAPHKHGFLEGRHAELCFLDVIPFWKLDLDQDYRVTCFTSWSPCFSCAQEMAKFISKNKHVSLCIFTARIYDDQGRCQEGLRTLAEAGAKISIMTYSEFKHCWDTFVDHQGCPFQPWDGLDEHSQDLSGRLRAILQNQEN
MPTP block: inhibitors of mitochondrial permeability transition pore. isolated mouse mitochondria, Ca2+ swelling absorbance, 30 min. inhibition, % at 10 µM. actives 1.4% (n = 360,000). AID 602449;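 active means inhibition of 50% or more, scaled per plate between neutral and stimulator controls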;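 further: 0% = DMSO wells given calcium and 100% = 1 mM EGTA wells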
* marks the source's active call; other numbers are inactive results; x = not tested or not shown; & = joins results of further samples. Compounds were not picked by outcome. About 5% of those tested had a hit in this group.

SMILES	NR3A LBD binder	mIAP inh	hIAP act	MIN6 prolif	A3A deaminase	mIAP activ	hIAP inh	APOBEC3G inh	MPTP block
COc1ccc(NC(=O)c2ccccc2OCc2c(C)noc2C)cc1OC	2	8	1.4	4	-1	0.93	-39	-5	2.8
CN(CC(=O)NC(=O)NCc1ccccc1)Cc1ccc(Cl)cc1	0	-2	0.87	0	2	1	13	-3	-6.0
CCC(C)NC(=O)[C@H]1N2C(=O)c3c(ccc(OC)c3OC)C2SC1(C)C (stereo partly specified)	-1	7	1	-5	-4	0.93	-1	-5	0.0
COc1cc(C)ccc1OCCOc1c(Cl)cc(Cl)cc1Cl	1	6	0.82	-4	1	0.94	18	-8	4.8
CCCn1c(SCC(=O)N2CCc3ccccc3C2)nc2c1c(=O)n(C)c(=O)n2C	0	4	0.94	1	-4	0.96	6	-6	0.1
CCCSC1C(C)=C(C)C(=O)N1Cc1ccccc1 (stereo unspecified)	-3	0	1	-1	2	1	-4	-6	3.6
O=C(NCCN1CCOCC1)c1cc2sccc2n1Cc1ccc(Cl)cc1	1	1	0.95	-2	2	0.99	5	-12	-1.1
COCc1cc(C)nc(SCC(=O)Nc2ccc3c(c2)OCCO3)c1C#N	-2	0	1	3	1	1	0	-4	0.3
O=C(NCCSCc1ccccc1)c1ccc(C2SCC(=O)N2Cc2ccccc2)cc1 (stereo unspecified)	2	-2	1	-2	-4	1	-1	-5	3.5
CC(=O)Nc1ccccc1C(=O)C(=O)Nc1cccc(F)c1	-1	-3	1.1	-2	-5	1	-6	-12	-1.8
Cc1cccc(Cc2nnc(CCC(=O)NCc3cnc4ccccn34)o2)c1	1	1	0.83	-3	-1	0.99	16	-5	2.3
Cc1c(C(=O)N2C[C@@H](C)O[C@@H](C)C2)oc2c(F)cccc12	-3	-12	1	0	4	1.1	-4	13	-1.4
COc1ccc(CNC(=O)CCSc2nc(-c3ccc4c(c3)OCO4)cc(C(F)(F)F)n2)cc1	-19	13	0.91	-2	-2	0.87	9	-5	-0.4
Cc1ccc(SCC(=O)Nc2cccc(C(=O)NC(C)(C)C)c2)cc1	-2	3	1.2	-5	-3	0.97	-18	-4	3.1
COc1cc(SC)ccc1C(=O)Nc1c(Cl)cncc1Cl	-1	3	0.93	-1	-2	0.97	7	-2	-1.8
Cc1cc(Br)c2c(c1)C1(OCCO1)C(=O)N2	-2	1	0.84	-1	-6	0.99	16	-7	-0.8
Cn1nnnc1SCC(=O)N1CCN(c2ccccc2)CC1	-2	-12	1	0	-5	1.1	-3	-7	-0.2
O=C(CCC(=O)Nc1ccc(F)cc1)N/N=C/c1cc([N+](=O)[O-])ccc1O	-31	31	0.89	-4	-1	0.69	11	0	2.9
O=C1CCC([N+](=O)[O-])C(c2ccc(F)c(Br)c2)N1 (stereo unspecified)	0	-2	1.1	-1	-2	1	-12	-7	-1.0
CCCC(=O)Nc1nnc(SCC(=O)NCc2ccc3c(c2)OCO3)s1	-1	-5	0.94	1	1	1	6	-6	0.7
CCOC(=O)[C@H]1[C@H]2COc3cc(OC)ccc3[C@@H]2N2C(=O)N(c3ccc(Cl)cc3)C(=O)[C@@]12C	1	-3	0.97	-8	-1	1	2	3	-0.1
CCC1Sc2ccc(S(=O)(=O)CCC(=O)NC3CCCCCC3)cc2NC1=O (stereo unspecified)	0	-2	1	2	-3	1	0	-6	-0.8
Cc1ccc(C(=O)NCC(=O)NCc2ccccc2F)s1	1	7	0.92	0	0	0.93	8	-4	1.2
Cc1cccc(N=C2NN=C(c3c[nH]c4ccccc34)CS2)c1	19*	8	1	-5	-4	0.92	-1	-6	1.5
Clc1ccc(Oc2cnns2)cc1Cl	-2	4	0.84	0	-9	0.96	16	-3	-2.0
CCc1nnc(NC(=O)c2ccc3c(c2)C(=O)N(C(C)(C)C)C3=O)s1	0	-8	0.8	-2	-2	1.1	20	-4	0.8
CCCc1cc(=O)[nH]c(SCC(=O)Nc2sccc2C#N)n1	-1	4	1	-2	5	0.96	-2	-4	-0.5
COC(=O)c1ccc(NC(=O)CSc2nnc(-c3ccccc3)n2C)cc1	-2	-4	0.99	-4	1	1	1	-2	0.3
Cc1cc(C)nc(/N=C(\N)Nc2cccc([N+](=O)[O-])c2)n1	-1	4	0.88	0	-1	0.96	12	-3	-0.5
O=C(Cn1c(NCCCO)nc2ccccc21)c1ccc(Cl)cc1Cl	2	3	1	-3	1	0.97	-4	-3	-0.1
NC(=O)C1CCN(C2CC(=O)N(c3cccc(F)c3)C2=O)CC1 (stereo unspecified)	0	6	0.96	0	-3	0.94	4	-5	0.6
Cn1sccc1=O	1	-15	1.1	-8	1	1.2	-14	-4	2.1
O=c1[nH]c2ccccc2nc1C(F)(F)C(F)F	0	-3	0.95	2	1	1	5	-5	-1.0
CCCCOCCCNC(=O)N[C@H](C(=O)OC)C(C)CC (stereo partly specified)	0	2	1.1	-1	-1	0.97	-6	-7	0.0
COc1ccc(Br)cc1CNC(=O)C1CCN(S(=O)(=O)N2CCCC2)CC1	1	-3	0.96	0	-7	1	4	-8	0.5
COc1cccc(CNS(=O)(=O)c2ccc3c(c2)CC(C)N3C(=O)C2CC2)c1 (stereo unspecified)	0	0	0.95	-1	-3	1	5	-3	27
Cc1ccccc1-c1nnc(SCC(=O)NC2CCCCC2)o1	-1	0	1	2	0	1	-2	-8	-2.2
Cc1ccc(CS(=O)Cc2ccc(C(=O)NCc3ccccc3Br)o2)cc1 (stereo unspecified)	-2	-2	0.98	9	0	1	2	0	-1.0
CC(C)C[C@H](NC(=O)c1nc[nH]c1C(=O)N[C@@H](CCCCN)C(=O)OC(C)(C)C)C(=O)OC(C)(C)C	0	10	1.2	-5	-4	0.9	-23	-9	50
Cc1ccccc1S(=O)(=O)Nc1ncnc2scc(-c3ccccc3)c12	-10	-8	1	-2	1	1.1	-2	-7	19

One compound at a time, as listed above:
Profile of CC(C)C[C@H](NC(=O)c1nc[nH]c1C(=O)N[C@@H](CCCCN)C(=O)OC(C)(C)C)C(=O)OC(C)(C)C : NR3A LBD binder: 0; mIAP inh: 10; hIAP act: 1.2; MIN6 prolif: -5; A3A deaminase: -4; mIAP activ: 0.9; hIAP inh: -23; APOBEC3G inh: -9; MPTP block: 50
Profile of O=c1[nH]c2ccccc2nc1C(F)(F)C(F)F : NR3A LBD binder: 0; mIAP inh: -3; hIAP act: 0.95; MIN6 prolif: 2; A3A deaminase: 1; mIAP activ: 1; hIAP inh: 5; APOBEC3G inh: -5; MPTP block: -1.0

Further structures follow.
SMILES	NR3A LBD binder	mIAP inh	hIAP act	MIN6 prolif	A3A deaminase	mIAP activ	hIAP inh	APOBEC3G inh	MPTP block
Cc1ccc(C2CC(C(F)(F)F)n3nc(C(=O)Nc4c(C)n(C)n(-c5ccccc5)c4=O)cc3N2)cc1 (stereo unspecified)	-3	-6	1.1	0	-1	1.1	-14	-5	-2.2
COC(=O)c1c(O)cc(C(C)(C)C)n(-c2ccccc2)c1=O	18*	2	0.96	0	2	0.98	4	0	0.8
CCc1ccccc1NC(=O)CSc1nnc(Cn2cnc3ccccc32)o1	-4	0	0.94	-2	2	1	6	-1	4.0
CCC(C)Sc1cc(-c2nc3ccc(Cl)cn3c2NC2CCCCC2)ccc1OC (stereo unspecified)	-5	-1	1	-6	-5	1	-4	-4	2.0&3.8
CC(=O)c1ccc(Sc2nnnn2-c2ccccc2)c([N+](=O)[O-])c1	0	-2	0.81	0	-2	1	19	-4	-2.6
COc1ccc(CC(=O)Nc2c3c(nn2C(C)(C)C)CS(=O)(=O)C3)cc1OC	-4	4	1.1	-3	-4	0.96	-10	1	-0.7
CC1(C)CC(=O)C2=C(C1)OC(N)=C(C#N)C2c1cccs1 (stereo unspecified)	-2	-3	0.9	1	1	1	10	1	0.1
CC(=O)N1CCN(C(=O)COC(=O)COc2c(C)cc(C)cc2C)CC1	0	-7	0.93	-3	-3	1.1	7	-5	-2.9
Cc1ccc(C(=O)NCCCN2CCOCC2)cc1S(=O)(=O)N1CCOCC1	1	-4	0.87	-1	-3	1	13	-4	0.0
COc1ccccc1/C=C/C(=O)OCC(=O)Nc1ccccc1Sc1ccccc1	-1	6	0.95	2	-3	0.94	5	-11	1.9
COc1ccc(S(=O)(=O)Nc2c(F)cccc2F)cc1	-2	1	0.99	1	3	0.99	1	-3	-0.9
COc1cc(C[C@@H](CO)[C@H](CO)Cc2ccc(O)c(OC)c2)ccc1O	x	-8	1.1	0	0	1.1	-5	-4	x
Cc1ccc2c(C(=O)CN3CC(C)CC(C)C3)c(C)[nH]c2c1 (stereo unspecified)	x	-6	1	5	0	1.1	-4	-6	-0.3
CCOc1ccccc1-c1nc(CN2CCN(C(=O)c3ccco3)CC2)c(C)o1	0	1	1.1	0	-3	0.99	-7	-7	-1.7
COC(=O)C1CCN(c2ccc(Cl)nn2)CC1	0	0	0.82	-1	-4	1	18	-7	-1.1
c1csc(-c2nc(CN3CCSCC3)cs2)c1	-1	-11	1	-3	-4	1.1	0	-5	0.4
CC(=O)C(Sc1nc(NC(C)(C)C)nc(N(C)C)n1)C(C)=O	2	-10	0.96	0	-2	1.1	4	-3	-4.8
COc1cccc(C(=O)N2CCN(Cc3ccco3)CC2)c1OC	0	8	0.98	-1	-2	0.93	2	-11	-0.3
NC(=O)CC(NC(=O)c1ccc(Br)cc1)c1ccc(N2CCC(Br)CC2)c([N+](=O)[O-])c1 (stereo unspecified)	0	13	0.94	-8	-2	0.87	6	-6	-1.8
Cc1ccsc1/C=N/NC(=O)Cc1cccn1C	-1	-3	1.1	0	-1	1	-10	-3	-0.8
C/C(N)=C(/C#N)C(=O)COC(=O)COc1ccc(Cl)cc1	1&3	-13	1.7	-1	3	1.1	-66	1	-1.3&-1.0
COc1cccc(NC(=O)N2CCOCC2)c1	1	6	1.1	1	-2	0.94	-15	-5	-4.2
Cc1cccc2[nH]c(CN(C)C(=O)C3CCC(=O)N(C4CC4)C3)nc12 (stereo unspecified)	4	2	0.87	-3	15	0.98	13	0	-0.8
CCOC(=O)C(Nc1ccc2ccccc2c1)C(=O)OCC	-1	-6	0.98	-4	-3	1.1	2	15	-2.7
FC(F)Oc1ccc(NC(=S)N2CCN(Cc3ccccc3)CC2)cc1	1	4	0.89	-4	-3	0.96	11	-15	0.5
CCC(C)C(NC(=O)C1CCC(C)CC1)C(=O)NCc1cccnc1 (stereo unspecified)	0	2	1.1	-1	2	0.98	-6	0	-0.5
COc1cc(C2C(C(=O)c3ccc(C)o3)=C(O)C(=O)N2CCCn2ccnc2)cc(OC)c1OC (stereo unspecified)	-1	1	1.3	3	-2	0.99	-30	-5	1.3
COc1ccc(CCNC(=O)/C(C#N)=C2\N=C(NC(=O)c3cccs3)c3ccccc32)cc1	-1	7	1.2	-3	-5	0.93	-17	6	26
O=C(COC(=O)c1cccnc1)Nc1ccc2c(c1)OCO2	-7	2	0.91	-1	-5	0.98	9	-14	-2.0
Cc1cc(NCCO)c2cc(O)ccc2n1	0	1	0.95	1	-1	0.99	5	0	-2.1
CC(OC(=O)CCC(=O)c1ccc(F)cc1)C(=O)NC1CCCCC1C (stereo unspecified)	1	8	1.2	1	2	0.93	-23	-3	-0.6
CCN(CC(=O)Nc1c(F)cccc1F)C(=O)C1CCCN(C(=O)c2ccc(Cl)cc2)C1 (stereo unspecified)	-2	-9	1.2	-2	3	1.1	-17	12	-0.2
